Kir21 inh: blocks the mouse Kir2.1 inward-rectifier potassium channel. P35561. AID 1672. B-score at 10 µM. HEK293-Kir2.1, FluxOR thallium flux fluorescence; stronger effect = lower value. hit rate 0.85% among 310,000;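 active = fluorescence ratio B-score at or below minus 3 SD of library scores, with starting-brightness B-score within 2 SD, cut at about -4.2 in these data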;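 note: channel flux triggered by added potassium and thallium sulfate stimulus; B-score of peak minus minimum fluorescence over baseline after thallium stimulus; more negative B-score means stronger Kir2.1 block with less thallium influx; some compounds called inactive have numbers as strong as hits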
Target sequence (P35561 whole entry, looked up): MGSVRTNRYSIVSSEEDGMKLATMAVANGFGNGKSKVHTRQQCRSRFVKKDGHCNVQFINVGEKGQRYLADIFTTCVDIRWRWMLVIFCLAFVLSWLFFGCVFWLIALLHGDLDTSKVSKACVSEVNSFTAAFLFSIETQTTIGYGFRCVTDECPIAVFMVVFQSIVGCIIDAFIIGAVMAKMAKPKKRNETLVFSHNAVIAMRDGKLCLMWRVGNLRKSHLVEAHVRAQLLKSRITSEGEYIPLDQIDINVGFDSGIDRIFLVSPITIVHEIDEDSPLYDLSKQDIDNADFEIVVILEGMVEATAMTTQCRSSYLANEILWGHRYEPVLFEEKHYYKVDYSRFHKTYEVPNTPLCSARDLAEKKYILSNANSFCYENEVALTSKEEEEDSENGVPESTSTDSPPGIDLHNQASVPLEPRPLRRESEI
KCNQ2 inh: KCNQ2 potassium channel inhibitors, primary screen, cell-based, CHO-K1, FluxOR thallium flux, B-score (AID 2156) | O88943 | 20 min; stronger effect = lower value | B-score at 10 µM | hit rate 1.1% among 310,000;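 active = fluorescence ratio B-score at most minus 3 library SDs, with starting brightness B-score within 2 library SDs, cut at about -5.5 in these data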
The depositor's hits bear a star; i = inactive.

SMILES	Kir21 inh	KCNQ2 inh
Cc1cc(C)c(NS(=O)(=O)c2ccc(NC(=O)CCC(=O)O)cc2)c(C)c1	-0.76	i
CCN1C(=O)CC(N2CCN(c3ccc(C(=O)c4ccccc4)cc3)CC2)C1=O (stereo unspecified)	-1.3	i
O=C(CCN1C(=O)C2C3C=CC(C4CC34)C2C1=O)Oc1cccc2cccnc12 (stereo unspecified)	-1.2	i
CCn1c(SCC(=O)NCC(=O)Nc2ccc(F)cc2)nnc1-c1cccs1	-1.3	i
CC(C)Oc1ccc(C2CCC(=O)NC2=O)cc1 (stereo unspecified)	-0.94	i
Cc1cc(C(=O)COC(=O)CNS(=O)(=O)c2ccc3ccccc3c2)c(C)n1-c1ccccc1	-0.04	i
CC(=O)Nc1cccc(N2CCCC2=O)c1	2	i
NC1=NC(c2cccc(Cl)c2)N(CCc2ccc(F)cc2)C(N)=N1 (stereo unspecified)	0.75	i
O=[N+]([O-])c1cc(C(F)(F)F)ccc1NC1CCN(Cc2ccccc2)C1 (stereo unspecified)	-0.01	i
COc1ccc2nc(N3C(=O)CNC3=S)sc2c1	0.76	i
Cc1cc(C)cc(OCC(O)CN2CCN(Cc3ccc4c(c3)OCO4)CC2)c1 (stereo unspecified)	-1.6	i
CNC(=S)N/N=C/c1cn(CCOc2ccc(OC)cc2)c2ccccc12	0.18	i
Cc1ccc(C)c(S(=O)(=O)N2CCCC2CNC(=O)C(=O)NC2CC2)c1 (stereo unspecified)	-1.7	i
CC(C)(C)c1ccc(C(=O)N/C(=C\c2cccc([N+](=O)[O-])c2)C(=O)Nc2cccc(C(=O)O)c2)cc1	1.5	i
Cc1n[nH]c(=O)nc1NC1CCCCC1	0.1	i
CCN(CC)c1ccc(NC(=O)COc2ccc(N(C)S(=O)(=O)c3cccs3)cc2)cc1	0.37	i
Cc1cc(NC(=O)COC(=O)COc2ccc(Cl)cc2C)c([N+](=O)[O-])cc1C	-0.38	i
Cc1ccccc1OCc1nc(-c2ccc(NC(=O)c3cccs3)cc2)no1	1.4	i
CCCc1nc(SCc2ccc(OCC)cc2)n[nH]1	0.33	i
Cc1ccc(-c2nnn(CC(=O)N(CC(=O)NCc3ccccc3)c3cccc(C)c3C)n2)o1	-0.42	i
Cc1noc(C)c1S(=O)(=O)NCCc1ccc(S(N)(=O)=O)cc1	-0.12	i
N[C@@H](Cc1ccccc1)c1nnc(SCc2ccccc2F)o1	0.1	i
O=C(NC1CCCC1)C(c1ccncc1)N(C(=O)c1csnn1)c1cccc(F)c1 (stereo unspecified)	-0.5	i
COc1ccc(NS(=O)(=O)c2cc(NC(=O)c3ccc(=O)[nH]c3)ccc2N2CCOCC2)cc1	-0.73	i
Cc1ccc(S(=O)(=O)C2(C(=O)N3CCN(c4cc(C)ccc4C)CC3)CC2)cc1	0.71	i
CCCCN(C)CCNC(=O)CN1C(=O)CSc2ccc(S(=O)(=O)N3CCOCC3)cc21	0.23	i
C/C(=N\N=C1\NC(=O)C(CC(=O)Nc2ccc(Cl)cc2)S1)c1ccco1 (stereo unspecified)	1.7	i
CCOC(=O)CSc1nc2cc(S(=O)(=O)N3CCOCC3)ccc2n1CC	0	i
O=S(=O)(Nc1ccon1)c1ccc(Br)s1	-0.06	i
Cc1c(C(=O)N2CCN(c3ccccc3)CC2)sc2ncnc(N3CCN(c4ccccn4)CC3)c12	-0.25	i

Retrieved by structure from above, six records:
SMILES	Kir21 inh	KCNQ2 inh
CCOC(=O)CSc1nc2cc(S(=O)(=O)N3CCOCC3)ccc2n1CC	0	i
CCCc1nc(SCc2ccc(OCC)cc2)n[nH]1	0.33	i
O=[N+]([O-])c1cc(C(F)(F)F)ccc1NC1CCN(Cc2ccccc2)C1 (stereo unspecified)	-0.01	i
O=C(CCN1C(=O)C2C3C=CC(C4CC34)C2C1=O)Oc1cccc2cccnc12 (stereo unspecified)	-1.2	i
Cc1cc(C)c(NS(=O)(=O)c2ccc(NC(=O)CCC(=O)O)cc2)c(C)c1	-0.76	i
N[C@@H](Cc1ccccc1)c1nnc(SCc2ccccc2F)o1	0.1	i

The listing continues.
SMILES	Kir21 inh	KCNQ2 inh
Cc1ccccc1N1CCN(C(=S)c2ccc(-c3ccc([N+](=O)[O-])cc3)o2)CC1	1	i
COc1ccc(/C=C/C(=O)NC(=S)Nc2ccc(S(=O)(=O)Nc3ccc(OC)nn3)cc2)cc1	0.6	i
COC(=O)c1ccc([C@H](NC(=O)c2ccco2)[C@]2(C)C[C@H]2C2CCCCC2)cc1	-0.17	-6*
CC(C)Nc1ccc(Cl)cc1[N+](=O)[O-]	-1	i
O=C(NCc1nc(-c2ccccc2)no1)c1ccc(Br)o1	0.22	i
O=C(O)c1ccccc1OCc1ccccc1Br	-1.7	i
CCOc1ccc(S(=O)(=O)N2CCC(C(=O)NCc3ccccn3)CC2)cc1Cl	-0.59	i
NC(=O)CSc1nnc(-c2ccc([N+](=O)[O-])cc2)o1	0.88	i
COc1ccc(-n2c(CN3CCN(C)CC3)nc3ccc([N+](=O)[O-])cc3c2=O)c(OC)c1	0.19	i
CCOC(=O)N1CCN(C(=O)COc2cc(=O)n(C)c3ccccc23)CC1	-0.32	i
O=[N+]([O-])c1cccc(S(=O)(=O)NCCc2ccccc2)c1	-1.5	i
CCCCOCCCn1c(-c2ccco2)nc2nc3ccccc3nc21	-0.32	i
COc1ccc(CCN2C(=NC(C)=O)SC3CS(=O)(=O)CC32)cc1OC (stereo unspecified)	-0.02	i
O=C(CCc1n[nH]c(=O)[nH]c1=O)Nc1cccc([N+](=O)[O-])c1	0.03	i
CC(=O)Nc1nc(-c2cccs2)cs1	-0.01	i

The final 2 records of the section above lead into the next.
SMILES	Kir21 inh	KCNQ2 inh
O=C(CCc1n[nH]c(=O)[nH]c1=O)Nc1cccc([N+](=O)[O-])c1	0.03	i
CC(=O)Nc1nc(-c2cccs2)cs1	-0.01	i
Cc1ccc(C(=O)NCC(=O)Nc2ccncc2)s1	-2	i
C/C=C\C(=O)Nc1cccc(C2=NOC3(C2)C[C@@H](C(N)=O)N(C(=O)c2ccccc2)C3)c1 (stereo partly specified)	1.3	i
O=C(Cn1nnc(-c2ccc(S(=O)(=O)N3CCCC3)cc2)n1)Nc1ccccc1-n1cccc1	0.99	i
Cc1ccc(S(=O)(=O)N2CCN=C2SCc2ccc(Cl)c(Cl)c2)cc1	-0.55	i
CCC(C)(C)NC(=O)/C=C/c1cc(OC)c(OC)c(S(=O)(=O)N2CCc3ccccc32)c1	0.33	i
c1csc(-c2nc3ccccc3s2)c1	0.39	i
COc1ccc(S(=O)(=O)N2CCC(C(=O)N3CCOCC3)CC2)cc1	-0.85	i
Cc1ccccc1OCC(=O)OCC(=O)N1CCCc2ccccc21	0	i
Cc1ccc(CN(Cc2cccnc2)C(=S)Nc2cccc(Cl)c2C)cc1	-0.06	i
C#CC(=O)N(c1cc(OC)ccc1OC)C(C(=O)NC1CCCC1)c1cccs1 (stereo unspecified)	-2.2	i
COc1cccc(C=O)c1OC(=O)N1CCOCC1	1.2	i
COc1ccc(NC(=O)N2CCCC2C(=O)NCC2CCCCC2)cc1 (stereo unspecified)	2.7	i
COc1cc(NC(=O)CSc2nc3ccccc3cc2Cc2ccccc2)cc(OC)c1	-1.6	i
Cc1ccc(NC(=O)CSCC(=O)N2CCCc3ccccc32)cc1	-0.37	i
CCC(C)N(C(=O)COC(=O)C1C(C(=O)OC)=C(C)NC(C)=C1C(=O)OC)C1CCS(=O)(=O)C1 (stereo unspecified)	-0.97	i
COc1ccc(C)cc1N(C(=O)c1ccco1)C(C(=O)NC1CCCC1)c1ccc(N2CCOCC2)cc1 (stereo unspecified)	-0.06	i
CCOC(=O)c1cccc(NC(=O)CSc2nnc(COc3ccccc3)n2CC)c1	-1.7	i
Cc1ccnc(NC(=O)CCC(=O)N(CC(=O)NCc2ccccc2)Cc2ccccc2)c1	0.54	i
COc1ccc(S(=O)(=O)NC(C)C(=O)NCc2cccnc2)cc1OC (stereo unspecified)	-0.97	i
COc1cccc(-c2nc(C(N)=O)c3[nH]c(=O)n(-c4ccccc4)c3n2)c1OC	0.55	i
CN1CCC(OC(=O)COc2ccc(Br)cc2)CC1	2.1	i
CN1OCC(S(=O)(=O)c2ccccc2)C1c1ccccc1 (stereo unspecified)	-0.82	i
N=C1/C(=C\c2coc3ccccc3c2=O)C(=O)N=C2SC=CN12	-1.9	i
O=C(O)c1cc(=O)c2cc(Cl)ccc2o1	0	i
COc1cc(NC(=O)C2=C(N3CCOCC3)/C(=C\c3ccc(Br)cc3)CC2)cc(OC)c1OC	2.2	i
CC1=C(C(=O)OCc2ccccc2)C(c2cccc([N+](=O)[O-])c2)NC(=O)N1C (stereo unspecified)	-0.27	i
CN(CC(=O)Nc1ccc(Cl)c(C(F)(F)F)c1)C(=O)Cc1cccs1	0.77	i
Cc1cc(C)cc(C(=O)N(NC(=O)Nc2ccc(Cl)cc2)C(C)(C)C)c1	0.22	i
CN(C)C1(CNC(=O)C2CCC(=O)N(Cc3ccc(Cl)cc3)C2)CCCCC1 (stereo unspecified)	0.14	i
O=C(CCNS(=O)(=O)c1cccs1)Nc1nccs1	0.16	i

Complete entries from above:
CN1OCC(S(=O)(=O)c2ccccc2)C1c1ccccc1 (stereo unspecified) across the screens: Kir21 inh = -0.82; KCNQ2 inh = i
COc1ccc(S(=O)(=O)NC(C)C(=O)NCc2cccnc2)cc1OC (stereo unspecified) across the screens: Kir21 inh = -0.97; KCNQ2 inh = i

The list continues.
SMILES	Kir21 inh	KCNQ2 inh
Clc1ccc(SCCOCCN2CCCCCC2)cc1	-0.74	i
CN1/C(=C\C=[N+](C)c2ccccc2)C(C)(C)c2ccccc21	-3.1	i
Cc1ccc(NCN2C(=O)C3C4CCC(C4)C3C2=O)cc1 (stereo unspecified)	1.3	i
O=C1NC2=C(C(=O)CCC2)C(c2ccccc2)N1 (stereo unspecified)	-0.42	i
O=C(NC1CCCCC1)C(c1ccco1)N(C(=O)C(F)(F)F)C1CC1 (stereo unspecified)	0	i
COc1cc(/C=N/NS(=O)(=O)c2ccc(C)cc2)ccc1OCc1cccc(C(=O)O)c1	2.2	i
O=C(Cn1c(-c2ccccc2)c[n+]2ccsc12)c1ccccc1	-1.1	i
CCOC(=O)C(=CNc1ccc(C(F)(F)F)cc1Cl)C(=O)OCC	-0.04	i
Cc1[nH]nc2c1C(c1cccs1)C1=C(CCCC1=O)N2 (stereo unspecified)	0.88	i
O=C(OCC(=O)N1CCCCCC1)c1ccc(S(=O)(=O)N2CCOCC2)cc1	0.06	i
COc1cccc2cc(C(=O)NCc3ccc(C)cc3)c(=N)oc12	-0.75	i
Cc1c(NS(=O)(=O)c2cccc(C(=O)OCC(=O)N(C)C3CCCCC3)c2)c(=O)n(-c2ccccc2)n1C	-2.5	i
Cc1cc(CN2CCCC(C(=O)Nc3cccc(-n4cccn4)c3)C2)cc(C)c1O (stereo unspecified)	-1.6	i
O=C(CSc1nc2c(c(=O)n1-c1ccc(Cl)cc1)SCC2)NCC1CCCO1 (stereo unspecified)	-2.2	i
CCOC(=O)c1ccc(NC(=O)CSc2nnc(Cn3c(=O)sc4ccccc43)n2C)cc1	0.71	i
Cc1cc2c(n1-c1ccc(C(N)=O)cc1)CC(C)(C)CC2=O	1.1	i
Cc1ccc(OCc2cc(C(=O)N3CCN(C4CCCC4)CC3)no2)cc1C	0.6	i
CCOC(=O)/C=c1\s/c(=C\c2sccc2C)c(=O)n1CC(=O)NCc1ccc(C)cc1	1.1	i
O=C(CNS(=O)(=O)N1CCOCC1)N/N=C/c1cccnc1	0.03	i
Cc1cc(NC(=O)c2ccco2)ccc1NC(=O)c1ccco1	1.6	i
COc1ccc2[nH]c(C(=O)NCc3ccccc3)c(C)c2c1	-0.64	i
CC(C)NC(=O)CN(Cc1ccccc1)S(=O)(=O)c1ccccc1	0.46	i
CCOC(=O)CNc1c(-c2ccc(O)cc2)nc2ccccn12	-0.27	i
c1ccc(COc2ccc(OCCCNC3CCCC3)cc2)cc1	-8.8*	i
CC(C)CC1NC(=O)N(CC(=O)N2CCCc3ccccc32)C1=O (stereo unspecified)	1.1	i
Cc1ccc(-c2nc3ccccn3c2C=O)cc1	0.01	i
C/C(=N/N1CCN(Cc2cccc3ccccc23)CC1)c1ccco1	-0.41	i
CN(C)S(=O)(=O)c1cc(NC(=O)CNCc2ccccc2)ccc1Cl	-1.6	i
CNC(=O)NC(=O)Cn1nc2n(c1=O)-c1ccccc1SC2	0.39	i
Cc1ccc(C(=O)C(NC(=O)c2ccco2)Nc2sc3c(c2C(N)=O)CCCC3)cc1 (stereo unspecified)	0.06	i
COC(=O)c1c(NC(=O)Cc2ccccc2)sc(C)c1C	0.02	i
COC(=O)c1ccc(NC(=S)NCCCn2ccnc2)cc1	-1.9	i
Cc1nn(C)c(C)c1/C=C(\C#N)C(N)=O	2.3	i
O=C(Cc1ccccc1[N+](=O)[O-])OCC(=O)c1c[nH]c2ccccc12	-0.49	i
CCOc1ccc(C2C(C(=O)c3ccco3)=C(O)C(=O)N2CCCn2ccnc2)cc1 (stereo unspecified)	-0.02	i
CCC1CCCCN1S(=O)(=O)c1ccccc1[N+](=O)[O-] (stereo unspecified)	-4.3*	i
CCn1c(-c2cccc(Br)c2)n[nH]c1=S	1.1	i
O=C(OCC(=O)N1CCCCCC1)c1n[nH]c(=O)c2ccccc12	1.7	i
Clc1ccc2c(c1)-c1[nH]ncc1CS2	-0.5	i
CC(CCc1ccccc1)NC(=O)N1CCOCC1 (stereo unspecified)	1	i
COc1ccc(CN(C)CC(=O)NC(C)c2ccccc2)c(OC)c1 (stereo unspecified)	0.18	i

Screens (PubChem BioAssay)
